Screens (PubChem BioAssay)
Gal4-VP16 FLuc = Gal4-VP16 reporter inhibition counter-screen | Drosophila S2 Gal4-VP16 UAS-luciferase, luminescence, 20 h | 3.5% of 310,000 active | Potency, µM (series often up to 53.6 µM), without a hit: top-dose activity, negative = inhibition, usual class: inhibitors;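 note: Gal4-VP16 expression switched on by copper sulfate through the metallothionein promoter; potency is the fitted concentration of half-maximal effect; % is set by controls: 0 for no effect and ±100 for the full control effect; nearly all actives have a fitted effect of over 50% in size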
KCNH2 3.1 inh = inhibitors of human KCNH2 3.1 potassium channel isoform; U2OS KCNH2 3.1, thallium flux FluxOr; stronger effect = lower value; AID 720553; activity change, % (tested at about 1.8 µM); 0.95% of 340,000 active;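 active = maximum activity change below -70%; inconclusive = maximum activity change from -70% to -50%; inactive = maximum activity change above -50%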;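 note: thallium influx rate constant from kinetic fluorescence after stimulation buffer; % is set by controls: 0 for no effect and ±100 for the full control effect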
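U2OS cells transduced with KCNH2 3.1 mutant virus (1.77 x 10^8 /mL, 4 h), plated overnight at 37 C, loaded 45 min with FluxOr dye plus Red40 quencher. Thallium flux rate constant from kinetic reads after stimulation buffer, normalised to controls.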
ELG1 repair inh = blocks ELG1-dependent DNA repair in HEK293T cells | HEK293T ELG1-luciferase reporter, luminescence, 16 h; DNA damage induced by 5-fluorouridine | Potency, µM (top dose mostly 46.1 µM), for the others: top-dose activity change, negative = inhibition, hits mostly inhibitors | 2.3% of 330,000 active; note: potency is the fitted concentration of half-maximal effect; % is set by controls: 0 for no effect and ±100 for the full control effect; nearly all actives have a fitted effect of over 55% in size
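Reporter activity after DNA damage by 5-fluorouridine is monitored. Compound-treated cells incubate 16 hr at 37 °C, then ONE-Glo is added for 30 min before luminescence reading.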
Mito fusion act = mitochondrial division inhibition or fusion activation; 0.23% of 320,000 active; Potency, µM (series often up to 46.1 µM), without a hit: at the highest dose growth rescue (activation), hits mostly activators; AID 485298; S. cerevisiae fusion-defective mutant growth rescue, CellTiterGlo 48 h;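 note: potency is the fitted concentration of half-maximal effect; % of control where 0% means no effect; nearly all actives have a fitted effect of over 45% in size; temperature-sensitive fusion mutants such as fzo1-1 at 37 °C on non-fermentable ethanol glycerol medium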
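Luminescent cell viability in 1536-well qHTS format served as the measure of rescued growth in ts fusion-mutant S. cerevisiae cultured on non-fermentable YPEG for 48 hours at 37C.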
NPC1 prom act = NPC1 promoter activation; Huh7 NPC1 promoter luciferase reporter, 24 h; Potency, µM (series often up to 9.22 µM), for inactives: at the top dose activation, hits mostly activators; 2.4% of 320,000 active;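 note: potency is the fitted concentration of half-maximal effect; % of control where 0% means no effect; nearly all actives have a fitted effect of over 60% in size; reporter is driven by a mutant NPC1 promoter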
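Stable NPC1-promoter luciferase Huh7 line; cpd (DMSO) 24 h, 37 °C, 5% CO2; Amplite luciferase reagent 10 min RT; luminescence readout. qHTS format.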
PKM2 act = increases activity of human pyruvate kinase M2. purified PKM2, Kinase-Glo ATP luminescence, activation; response scale: 0% is enzyme alone, no compound. Potency, µM (doses to about 57.5 µM), without a hit: at the top dose activation, hits mostly activators. 0.34% of 260,000 active. AID 1631; note: potency is the fitted concentration of half-maximal effect; % is set by controls: 0 for no effect and ±100 for the full control effect; nearly all actives have a fitted effect of over 55% in size
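Purified hPK-M2 (>95% pure) converted ADP (0.1 mM final) to ATP with 0.5 mM PEP in 50 mM imidazole pH7.2, KCl, MgCl2, Tween 20, BSA; 1 h at room temperature. ATP detected by Kinase-Glo luminescence.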
FLuc counter = inhibits or activates purified firefly luciferase, miR-21 counter-screen; P08659; purified FLuc, Km substrates, luminescence inhibition; Potency, µM (top dose mostly 57.5 µM), for inactives: at the highest dose activity change, negative = inhibition, hits mostly inhibitors; 6.9% of 360,000 active;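 note: potency is the fitted concentration of half-maximal effect; plate controls were vehicle for no effect and reference inhibitor for full effect; nearly all actives have a fitted effect of over 55% in size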
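Biochemical qHTS of compounds, final roughly 60 µM downward over six points, against 10 nM purified firefly luciferase using Km concentrations of substrates (10 uM D-luciferin, 10 uM ATP) in Tris acetate pH 7.5 buffer; luminescence output.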
Rab9 promoter act = activators of Rab9 promoter | Huh7 Rab9 promoter-luciferase reporter, luminescence, 24 h | Potency, µM (titrated, usually from 9.22 µM), inactives show top-dose activation, negative = inhibition, actives largely listed as activators | 2.8% of 320,000 active | AID 485297; note: potency is the fitted concentration of half-maximal effect; % of control where 0% means no effect; nearly all actives have a fitted effect of over 60% in size
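Huh7 reporter line, Rab9 promoter upstream of luciferase. Compound exposure 24 h at 37 °C in reduced-serum medium with 10% FBS. Read-out: luminescence.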
MBNL1 CUG block = blocks human MBNL1 binding to CUG repeat RNA; TR-FRET MBNL1-His/biotin-(CUG)12 binding, 665/545 ratio; Potency, µM (titrated, usually from 57.5 µM), for inactives: at the top dose activity change, negative = inhibition, actives largely listed as inhibitors; 0.036% of 280,000 active; AID 2675; active = well fitted inhibition curve with a large enough effect in the signal ratio, with a control signal flat, not every such curve was filed as active; inconclusive = small, poorly fitted or top-dose-only effect, or effect the other way, or a change in a side signal; inactive = no such curve, though single readings can be large or run the other way; the % refers to the signal ratio; note: potency is the fitted concentration of half-maximal effect; % is set by controls: 0 for no effect and ±100 for the full control effect
Target sequence (Q9NR56 whole entry, looked up): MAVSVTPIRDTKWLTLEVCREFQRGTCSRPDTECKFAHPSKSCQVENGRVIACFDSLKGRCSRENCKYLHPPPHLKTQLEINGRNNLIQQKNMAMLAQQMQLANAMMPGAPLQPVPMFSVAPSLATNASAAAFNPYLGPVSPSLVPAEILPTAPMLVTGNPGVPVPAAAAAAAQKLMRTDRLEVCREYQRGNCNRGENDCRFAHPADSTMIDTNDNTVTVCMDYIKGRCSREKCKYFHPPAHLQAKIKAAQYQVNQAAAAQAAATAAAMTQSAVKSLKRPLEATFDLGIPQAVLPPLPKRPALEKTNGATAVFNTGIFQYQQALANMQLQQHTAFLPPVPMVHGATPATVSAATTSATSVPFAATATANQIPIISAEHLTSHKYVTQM
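TR-FRET readout: Ex 340 nm, 665/545 nm emission ratio, normalized to buffer-only (basal) and MBNL1-(CUG)12 controls. Complex of MBNL1-His with Biotin-(CUG)12, compounds 92 nM–58 uM, incubated 60 min at room temperature.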
RORg inh = inhibitors of mouse ROR gamma transcriptional activity | P51450 | Drosophila S2 Gal4-RORgamma UAS-luciferase reporter, 20 h | Potency, µM (top dose mostly 53.6 µM), without a hit: top-dose activity change, negative = inhibition, actives largely listed as inhibitors | 5.4% of 310,000 active | AID 2551; note: potency is the fitted concentration of half-maximal effect; % is set by controls: 0 for no effect and ±100 for the full control effect; nearly all actives have a fitted effect of over 60% in size
Target sequence (P51450 whole entry, looked up, the tested form may be a part): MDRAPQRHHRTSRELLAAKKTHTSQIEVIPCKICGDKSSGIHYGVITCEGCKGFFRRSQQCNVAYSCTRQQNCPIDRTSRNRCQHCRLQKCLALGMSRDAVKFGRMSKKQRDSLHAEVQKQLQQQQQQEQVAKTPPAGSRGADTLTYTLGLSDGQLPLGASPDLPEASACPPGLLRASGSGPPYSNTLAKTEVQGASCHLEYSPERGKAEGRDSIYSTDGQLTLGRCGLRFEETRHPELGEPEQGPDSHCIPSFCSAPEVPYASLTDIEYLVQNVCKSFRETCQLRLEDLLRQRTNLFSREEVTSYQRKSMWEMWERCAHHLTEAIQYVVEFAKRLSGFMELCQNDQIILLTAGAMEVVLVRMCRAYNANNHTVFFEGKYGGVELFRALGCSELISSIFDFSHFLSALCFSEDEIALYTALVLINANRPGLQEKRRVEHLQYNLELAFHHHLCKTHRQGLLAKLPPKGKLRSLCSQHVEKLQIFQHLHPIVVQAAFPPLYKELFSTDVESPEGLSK
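A Gal4/UAS one-hybrid system in insect cells: metallothionein-promoter Gal4–ROR gamma fusion plus Photinus luciferase reporter. Copper sulfate 700 uM final, 20 hr ambient incubation, luminescent detection after 10 min with reagent.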
Menin MLL FP TR = menin-MLL binding inhibition, Texas Red mutant peptide | Menin + Texas Red MLL mutant peptide, fluorescence polarization | Potency, µM (doses to about 61.6 µM), without a hit: at the top dose FP activity change, negative = inhibition, usual class: inhibitors | 0.23% of 270,000 active | AID 1768; active = well fitted inhibition curve with a large enough effect in the polarisation, with a control signal flat, not every such curve was filed as active; inconclusive = small, poorly fitted or top-dose-only effect, or effect the other way, or a change in a side signal; inactive = no such curve, though single readings can be large or run the other way; the % refers to the polarisation; note: potency is the fitted concentration of half-maximal effect; % of control where 0% means no effect; many of its hits are not listed in these tables
Starred values were filed as active, the others as inactive; ? = inconclusive; / = no result given; [ ] = another dose, or the depositor's remark. Unless noted, calls come from the whole dose curve; as a rule, active = well fitted curve in the direction sought with a large enough effect; inconclusive = small, poorly fitted or top-dose-only effect, or another doubt; inactive = no such curve, though single readings can be large; an effect the other way counts as inactive or inconclusive.

nr | Compound | Gal4-VP16 FLuc | KCNH2 3.1 inh | ELG1 repair inh | Mito fusion act | NPC1 prom act | PKM2 act
1 | CC(C)(C)c1ccc(COC(=O)CNC(=O)CNC(=O)Cc2ccccc2)cc1 | 3% | 10 | 3% | -2% | 0% | -1%
2 | COc1ccc(-c2nsc(C(=O)N(c3ccc(F)cc3)C(C(=O)NC3CCCC3)c3ccc(OC)cc3)c2N)cc1 (centres undefined) | 1% | -15 | 1% | 6% | -2% | -8%
3 | COc1ccccc1NC(=O)CSc1nnnn1-c1ccc(C(=O)O)cc1 | -4% | -2 | -2% | -7% | -6% | 0%
4 | Cc1cc(N2CCN(C/C=C/c3ccccc3)CC2)n2ncnc2n1 | ? | -11 | ? | 5% | -14% | 21%
5 | O=C(C[n+]1ccccc1)Nc1nc2ccccc2s1 | -5% | -11 | ? | 0% | 4% | -4%
6 | COc1ccc(OCCOC(=O)CNC(=O)c2ccc(Cl)cc2Cl)cc1 | / | -1 | ? | 1% | -4% | /
7 | Cc1onc(-c2ccccc2)c1C(=O)Nc1nnc(CC(C)C)s1 | -5% | 3 | -9% | 3% | -4% | -1%
8 | CC(C)C[C@H](NC(=O)N1c2ccccc2NC(=O)[C@@H]1C(C)C)C(=O)N[C@@H](Cc1ccccc1)C(=O)O | -11% | 2 | 14% | 1% | -3% | 1%
9 | CC(C)c1nnc(NC(=O)c2cccnc2)s1 | 12% | 6 | ? | 1% | ? | -14%
10 | N#C/C(=C(/O)C(Cl)c1ccccc1)c1nc2ccccc2s1 (centres undefined) | 2% | -32 | ? | 2% | 24% | -7%
11 | COc1ccc(N2CCN(C(=O)CCC(=O)N3CC(C)Oc4ccc(C)cc43)CC2)cc1 (centres undefined) | 6% | 3 | ? | 14% | -4% | 9%
12 | Cc1nc(NC(=O)CC(C)C)sc1-c1csc(Nc2ccc(Cl)cc2Cl)n1 | -5% | -14 | 15µM* | 9% | -3% | -20%
13 | Cc1nnc(SCC(=O)Nc2ccc(N(C)C)cc2)n(N)c1=O | 0% | 8 | 12% | 3% | 2% | 13%
14 | CCC(C)NC(=O)Cn1c(=O)n(CCCC(=O)NCc2ccccc2Cl)c(=O)c2ccccc21 (centres undefined) | -1% | -9 | 9% | 2% | -2% | -6%
15 | Cc1csc(=O)n1CCC(=O)OCC(=O)c1c(N)n(C)c(=O)n(C)c1=O | / | -4 | 26% | 1% | -1% | /

nr | FLuc counter | Rab9 promoter act | MBNL1 CUG block | RORg inh | Menin MLL FP TR
1 | -1% | -4% | 1% | 9% | -17%
2 | 0% | 2% | 9% | 9% | ?
3 | -1% | 2% | -12% | 9% | 16%
4 | 2% | -20% | -5% | ? | 11%
5 | -6% | 3% | 3% | 14% | -1%
6 | ? | 1% | / | / | /
7 | 0% | 1% | -2% | -25% | 9%
8 | 2% | -3% | -2% | 0% | -2%
9 | ? | ? | -2% | 24% | 3%
10 | ? | ? | 45%[activator] | ? | /
11 | 0% | 6% | -13% | ? | ?
12 | ? | -1% | 21% | 21% | 10%
13 | -7% | 3% | -14% | -24% | -11%
14 | -2% | -7% | -1% | -9% | /
15 | -1% | -5% | / | / | /

(next part)
nr | Compound | Gal4-VP16 FLuc | KCNH2 3.1 inh | ELG1 repair inh | Mito fusion act | NPC1 prom act | PKM2 act
16 | O=[N+]([O-])c1ccc(Cl)cc1NCCCN1CCOCC1 | ? | -18 | -4% | 0% | -3% | 2%
17 | O=C(O)/C=C/c1cn(-c2ccccc2)nc1-c1cc2ccccc2o1 | -6% | -21 | 16% | 12% | -2% | 4%
18 | O=C(CSc1ccccc1)Nc1ccc2sccc2c1 | 3% | 11 | ? | -3% | 19% | 2%[0.46 µM]
19 | O=c1c(-c2ccccc2Cl)coc2c(CN3CCCCC3)c(O)ccc12 | 2% | 2 | 10% | -8% | -2% | /
20 | C=CCn1c(SCC(=O)Nc2ccccc2-c2ccccc2)nc2cc(C(=O)O)ccc2c1=O | -7% | 9 | 3% | -3% | 0% | -1%
21 | COc1ccc(-c2nnc(SCC(=O)NC3CCCC3)n2C)cc1 | 2% | 3 | 0% | -8% | -4% | /
22 | COc1ccccc1C(=O)NCCC(=O)Nc1ccc(S(=O)(=O)N2C(C)CCCC2C)cc1 (centres undefined) | / | 14 | ? | -4% | -5% | /
23 | Cc1ccc(NC(=O)Nn2cnnc2)cc1Cl | 18% | -7 | 7% | -1% | -1% | 5%
24 | COc1ccc(/C=N/Nc2nc(-c3ccc(Cl)cc3)cc(C(F)(F)F)n2)cc1OC | ? | -18 | ? | ? | -4% | 5%
25 | COc1ccc(CCNC(=O)c2ccc(CS(=O)Cc3ccc(C)cc3)o2)cc1OC (centres undefined) | -6% | -38 | ? | -9% | 1% | /
26 | Cc1ccccc1NC(=O)CSc1nnc(Cc2cccn2C)n1-c1ccc(F)cc1 | -85% | -8 | -15% | 8% | -1% | 23%
27 | COc1cc(/C=N/Nc2nc(C)cc(=O)[nH]2)cc(OC)c1O | -10% | 5 | 14% | 4% | -3% | /
28 | COc1ccccc1NCC(=O)N/N=C/C=C/c1ccccc1 | ? | -3 | 11% | 0% | 0% | 2%
29 | COc1cc(NC(=O)C2CC2)c(OC)cc1NC(=O)c1ccco1 | -11% | 5 | -10% | -3% | -4% | /
30 | COC1(OC)N=C(NC(=O)Nc2ccccc2)C2(C#N)C(c3ccccc3)C12C#N (centres undefined) | -3% | 12 | 4% | 1% | -3% | 8%

nr | FLuc counter | Rab9 promoter act | MBNL1 CUG block | RORg inh | Menin MLL FP TR
16 | 3% | 13% | / | -8% | -4%
17 | 15µM* | 0% | / | ? | /
18 | ? | 19% | -6% | 1% | ?
19 | 5% | -3% | 4% | 19% | 1%
20 | -14% | 9% | 3% | ? | 4%
21 | -1% | -2% | 0% | 3% | 5%
22 | -1% | -10% | / | / | /
23 | -3% | 1% | 40µM* | 0% | /
24 | ? | 0% | 2% | ? | -1%
25 | 0% | -4% | -6% | 8% | -27%
26 | -3% | -7% | -6% | ? | -20%
27 | ? | 10% | ? | 2% | 52%[activator]
28 | 27µM* | 0% | ? | ? | 2%
29 | 1% | -1% | -2% | 3% | /
30 | ? | -21% | 11% | -6% | 5%

(further entries)
nr | Compound | Gal4-VP16 FLuc | KCNH2 3.1 inh | ELG1 repair inh | Mito fusion act | NPC1 prom act | PKM2 act
31 | Cc1nc([N+](=O)[O-])cn1Cc1cccc2ccccc12 | 3% | 8 | -19% | 2% | -1% | 3%
32 | CCCOc1ccc(C(C)=O)cc1CSc1nc(O)cc(=O)[nH]1 | 3% | -3 | -14% | 11% | 1% | 9%
33 | COC(=O)CC(NS(=O)(=O)c1cccs1)c1ccccc1Cl (centres undefined) | -20% | 8 | ? | 2% | -3% | 1%
34 | N#C/C(=C/c1ccc([N+](=O)[O-])cc1)C(N)=O | 6% | 1 | -10% | -5% | -2% | 3%
35 | O=C(c1ccc2c(c1)OCO2)N(Cc1cccs1)C1(C(=O)NC2CCCCC2)CCCCC1 | -7% | -3 | -24% | 27% | -8% | 0%
36 | COc1cccc(N2CCN(C(=O)CCCCCNc3nc(=S)[nH]c4ccccc34)CC2)c1 | ? | -19 | 18µM* | -4% | 0% | 3%
37 | CC(/C=C/c1ccc2c(c1)OCO2)=N/NC(=O)c1ccc(C)nc1 | 7.9µM* | -12 | -30% | -3% | -6% | -1%
38 | O=C(COc1cccc2cccnc12)Nc1ccccc1N1CCOCC1 | 4% | 8 | 2% | 3% | -2% | 3%

nr | FLuc counter | Rab9 promoter act | MBNL1 CUG block | RORg inh | Menin MLL FP TR
31 | -1% | 1% | ? | -4% | -20%
32 | 0% | -5% | -6% | ? | -17%
33 | 16% | 8% | -8% | -32% | 0%
34 | -6% | 4% | ? | 25% | -6%
35 | -3% | -3% | -27% | 30% | -13%
36 | -10% | -16% | -3% | 8.9µM* | -13%
37 | -6% | -6% | 19% | 7.9µM* | -1%
38 | -4% | 0% | 0% | 27% | 2%

These rows are one share of the data (hit frequency here may not be typical).
